mcGAS MS inh: mouse cGAS inhibition by mass spec | inhibition, % at 12.5 µM | recombinant mouse cGAS, cGAMP by RapidFire MS | actives 0.18% (n = 130,000) | Q8C6L5;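 active = inhibition of cGAS enzyme activity at or above 60%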;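 also: enzyme stimulated by 45 bp dsDNA with ATP and GTP substrates; cGAMP share of summed cGAMP plus half ATP and half GTP signals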
Target sequence (Q8C6L5 whole entry, looked up): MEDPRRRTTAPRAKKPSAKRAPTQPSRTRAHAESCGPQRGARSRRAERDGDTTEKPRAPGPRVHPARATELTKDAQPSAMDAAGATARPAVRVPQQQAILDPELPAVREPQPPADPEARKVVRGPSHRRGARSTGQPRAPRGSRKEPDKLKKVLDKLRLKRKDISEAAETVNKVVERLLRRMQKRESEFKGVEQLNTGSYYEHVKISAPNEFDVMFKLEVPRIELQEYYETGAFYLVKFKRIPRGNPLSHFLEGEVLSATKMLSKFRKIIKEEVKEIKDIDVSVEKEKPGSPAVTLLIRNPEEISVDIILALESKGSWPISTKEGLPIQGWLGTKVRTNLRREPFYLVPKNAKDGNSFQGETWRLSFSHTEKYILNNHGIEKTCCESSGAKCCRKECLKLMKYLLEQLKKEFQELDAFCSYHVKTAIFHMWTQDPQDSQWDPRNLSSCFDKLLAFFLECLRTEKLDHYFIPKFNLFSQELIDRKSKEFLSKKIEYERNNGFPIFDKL
Numbers without * were called inactive; & = joins results of further samples.

SMILES	mcGAS MS inh
COc1ccc2c(c1)SC1=NS(=O)(=O)CCN12	-20.6
CCC1CN(S(=O)(=O)C2CS(=O)(=O)c3ccccc32)CCO1 (configuration not stated)	-7.8
O=C(NCCC1CCCO1)c1cc(Cl)ccc1F (configuration not stated)	-5.5
Clc1ccc(Oc2ccnc3cc(Cl)ccc23)cc1	-4.3
Cc1ncc(CN(C)Cc2nnc(-c3cccc(Cl)c3)o2)s1	-2.7
COc1ccc(S(=O)(=O)NCC2CCCN(C(=O)c3ocnc3C)C2)cc1 (configuration not stated)	-7.8
C=CCN(Cc1ccccc1OC)C(=O)C/C=C/C	-9.7
Cc1cc(NC(=O)N(C)C2CCCCC2C)ccc1N(C)C (configuration not stated)	-11.5&8.1
CCOC(C)c1noc(C23CC4CC(CC(NC(C)=O)(C4)C2)C3)n1 (configuration not stated)	-3.9
CC(CCn1cccn1)N1CCc2onc(-c3ccc4c(c3)OCO4)c2C1 (configuration not stated)	2.8
Cc1ccnc(Nc2ccc(NCCNC(=O)/C=C/c3ccccc3)nn2)c1	-3.5
COc1ccc(C(=O)Nc2c(C)nc3c(C)cccn3c2=O)cc1	7.5
CC(=O)N1CCN(C2CN(C(C)c3ccc(C#N)cc3)CC2C)CC1 (configuration not stated)	0.5
CCn1nc(C)cc1C(=O)NCCn1c(C)cc(C)nc1=O	-10.8
Cc1ccccc1C(=O)N1CCCC(N2CCN(c3ccccc3C)CC2)C1 (configuration not stated)	-5.6
COc1cc(C(O)c2nc(-c3cnn(C)c3)cs2)ccc1F (configuration not stated)	6.9
C=CCn1c(N2CCN(Cc3cccc(Cl)c3)CC2)nc2c1c(=O)[nH]c(=O)n2C	-6.9
CCCCOc1ccc(C(=O)Nn2cnc3c(cnn3-c3ccc(C)c(C)c3)c2=O)cc1	-4.4
CCOC(=O)c1ccc(N=CN(C)C)o1	-16.0
Cc1sc2nc(SC3C=CCCC3)[nH]c(=O)c2c1C (configuration not stated)	-7.2
CCN(C(=O)CN1C(=O)C(C)Oc2ccccc21)c1ccc(C)cc1C (configuration not stated)	-4.7
CCn1c(CC2CCNCC2)nn(CC2CC(c3ccccc3)=NO2)c1=O (configuration not stated)	-26.0
Cc1cccc(-n2ccn(CC(N)=O)c(=O)c2=O)c1C	-7.8
O=C1CC(NCc2ccc3c(c2)OCCO3)CN1C1Cc2ccccc2C1 (configuration not stated)	-3.5
CCCNC(=O)CN1CCN(c2ccc(C(F)(F)F)cn2)CC1	-13.0

The list goes on.
SMILES	mcGAS MS inh
COc1cc(C#N)ccc1OCC(=O)NCC1(c2ccc3c(c2)OCCO3)CCCC1	-11.4
O=C(OCC1CCCO1)c1c(Cl)cccc1Cl (configuration not stated)	-3.0
CCOC(=O)c1c(C2CC2)csc1NC(=O)COC(=O)C1=COCCO1	13.9
Cn1nc(C(=O)NNC(=O)c2cccc3ccccc23)c2ccccc2c1=O	-5.8
CCn1c(SCc2cc(=O)n3c(C)cccc3n2)nnc1-c1ccco1	-4.7
O=C1C(Cl)=C(Nc2cccc(C(F)(F)F)c2)C(=O)N1Cc1cccc(Cl)c1	-2.1
Cc1cnc2c(C(=O)NC3CC(=O)N(CCc4ccc(F)cc4)C3)cnn2c1 (configuration not stated)	-18.6
CCn1c2ccccc2c2cc(CN3CCC4(CC3)Nc3ccccc3C(=O)N4OC)ccc21	-0.7
O=C1c2cccc(O)c2CCN1Cc1ccc(Br)cc1	-1.0
CC(C)n1c2c(=O)n(C)c(=O)n(C)c2n2c(-c3c(F)cccc3Cl)nnc12	-4.8
C[C@@H]1C[C@H]2[C@@H]3C[C@H](F)C4=CC(=O)C=C[C@]4(C)[C@@]3(Cl)[C@@H](O)C[C@]2(C)[C@H]1C(=O)COC(=O)C(C)(C)C	6.1
Cc1ccccc1OCCCN(C)c1nc(-c2cccnc2)nc2c1CNC2	-16.0
COc1cc(F)ccc1S(=O)(=O)N1CCN(C23CC4CC(CC(C4)C2)C3)CC1	-9.4
O=C(c1cc(S(=O)(=O)N2CCC(OCCN3CCCCC3)C2)c[nH]1)N1CCCC1 (configuration not stated)	0.6
CN1CCN(c2nc(-c3ccc(Cl)s3)cs2)CC1	-8.8
O=C1CCc2cc(-c3csc(=Nc4ccccc4F)n3CCCn3ccnc3)ccc2N1	-2.3
S=c1nc(-c2ccc(Cl)cc2Cl)[nH][nH]1	-5.1
Cc1ccc(CN2CCN(Cc3ccncc3)CC2CCO)o1 (configuration not stated)	6.8
CC(=O)Oc1cccc2ccc(/C=C/c3cn(C(C)=O)nc3-c3ccccc3)nc12	-2.1
Cc1cc2n(n1)CC(CNC1CC(C)(C)Cc3oc(C)cc31)CN2 (configuration not stated)	-10.7
COc1ccc(CCN2CCCC(CN(C)Cc3ccon3)C2)cc1 (configuration not stated)	-1.1
COC(=O)CCSc1nnc(-c2ccccc2)n1-c1ccc(OC)cc1	-3.4
CC(NC(=O)c1ccc(-c2ccccc2F)s1)C(=O)N1CCCCC1 (configuration not stated)	-2.3
Cc1ccsc1[C@@H]1CCN(C2CCN(S(C)(=O)=O)CC2)C[C@H]1O	6.2
COc1ccc(N2C(=O)CSC2c2ccc(F)cc2)c(OC)c1 (configuration not stated)	-3.5

Reprinted from the part before: 3 entries, then new ones.
SMILES	mcGAS MS inh
CC(NC(=O)c1ccc(-c2ccccc2F)s1)C(=O)N1CCCCC1 (configuration not stated)	-2.3
Cc1ccsc1[C@@H]1CCN(C2CCN(S(C)(=O)=O)CC2)C[C@H]1O	6.2
COc1ccc(N2C(=O)CSC2c2ccc(F)cc2)c(OC)c1 (configuration not stated)	-3.5
O=C1CS(=O)(=O)C(c2ccccc2)N1c1ccccc1 (configuration not stated)	-7.9
COc1ccc(C(=O)C=Cc2cc(Br)ccc2F)c(OC)c1	-5.0
CC(C)(C#N)CCCS(=O)c1ccc(C(=O)N2CCCC2)cn1 (configuration not stated)	-1.1
CN(CC(=O)O)S(=O)(=O)c1cccs1	-3.2
CO/N=C(/C(=O)N[C@@H]1C(=O)N2C(C(=O)O)=C(C[N+]3(C)CCCC3)CS[C@H]12)c1csc(N)n1	8.1
CC(C)CN1CC23C=CC(O2)C(C(=O)OC(C)C)C3C1=O (configuration not stated)	10.3
COc1cc2cc(CN(C)C(C)c3ccon3)c(=O)[nH]c2cc1OC (configuration not stated)	7.7
O=C(NCCCn1nc(-c2cccnc2)ccc1=O)c1ccc(C(F)(F)F)cc1	-10.5
COCCN1CCN(c2nc(-c3cccc(F)c3)c3c(N)n(-c4cc(F)ccc4F)nc3n2)CC1	-7.3
O=C(c1cccc2nccnc12)N1[C@H]2CCNC[C@@H]1CC2	-9.0
O=C(CSc1ncccc1C(=O)N1CCC(Cc2ccccc2)CC1)c1ccccc1	-11.5
COC(=O)c1ccc(CN(C)C(=O)C2CCN(C(=O)C3CC3)CC2)cc1	-11.3
FC(F)(F)c1ccc(NCC2CNCCOC2)nc1 (configuration not stated)	14.0
CC(C)(C)c1nnc(N/N=C\c2ccc(OCc3ccccc3)cc2)[nH]c1=O	-6.4
C=CCN(Cc1ccc(F)cc1)C(=O)Cc1ccc2nc(C)[nH]c2c1	-3.3
CC(C)COC(=O)N1CCN(C(=O)CNC(=O)c2ccsc2)CC1	-10.8
Cc1cc(NCC2CCCO2)n2c(nc3ccccc32)c1C#N (configuration not stated)	-1.1
Cc1nn(CCNC(=O)[C@@H]2C[C@@H](NC(=O)c3ccccc3)CN2)c(C)c1Cl	-35.3
COc1cccc2cc(-c3nc4ccccc4[nH]3)c(=Nc3ccccc3Cl)oc12	1.4
Cc1cc(NC(=O)COC(=O)c2cc(C(C)C)nc3ccccc23)no1	-10.4
COc1ccc(C#N)c(NC(=O)CCc2ccc(C)o2)c1	-14.3
CC1(C)C2CCC1(C)C(O)C2C(=O)O (configuration not stated)	-2.0
CCOCCn1c(=O)c2c(nc3n2CCN3c2cc(C)ccc2C)n(C)c1=O	-2.1
CN(C)C(=O)C1CN(C(=O)/C=C/c2ccc(C#N)cc2)c2ccccc2O1 (configuration not stated)	-4.3
Cc1cc(NC(=O)COc2ccc(C#N)cc2)no1	-6.4

Exported field by field: part of the list above.
CC(C)(C)c1nnc(N/N=C\c2ccc(OCc3ccccc3)cc2)[nH]c1=O
  mcGAS MS inh: -6.4

CC(C)(C#N)CCCS(=O)c1ccc(C(=O)N2CCCC2)cn1 (configuration not stated)
  mcGAS MS inh: -1.1

Cc1cc(NCC2CCCO2)n2c(nc3ccccc32)c1C#N (configuration not stated)
  mcGAS MS inh: -1.1

Next compounds follow:
SMILES	mcGAS MS inh
O=C(Cn1cnc2sc3c(c2c1=O)CCC3)c1ccc(Cl)s1	-1.9
O=C(Cn1c(-c2ccccc2Cl)csc1=O)NC1CCCC1	-9.5
CCc1cccc2c1NC(=O)C21OCCO1	-8.8
COc1ccc(C(=O)N2CCC(C(N)=O)CC2)cc1S(=O)(=O)Nc1ccc(C)cc1	3.1
O=C(NCc1ccc2c(c1)OCO2)c1occc1COc1ccccc1	-4.8
O=C1NCCNC12CCN(C1CCN(c3ccc4c(c3)OCO4)CC1)CC2	-27.1
O=c1cc(Cc2ccccc2)nc2c(-c3ccccc3)c(C(F)(F)F)[nH]n12	0.9
Cc1nc(CS(C)(=O)=O)sc1C(=O)Nc1ccccc1	-8.0
CCc1nccn1CC(=O)NCc1c(C)noc1C	-10.6
O=S(=O)(Nc1cccc(Cl)c1)c1cccc2nsnc12	-4.6
O=C(CN1CCN(C(=O)c2cccs2)CC1)Nc1c(F)cccc1F	-10.7
N#C/C(=C\c1cccn1-c1ccc(C(=O)O)cc1)c1ccccc1	4.5
CCCC(=O)NC(=S)Nc1cccc(Cl)c1N1CCCCC1	-22.4
Cc1ccc(-c2cc(C(=O)NC3CCCc4nc(N(C)C)ncc43)n[nH]2)o1 (configuration not stated)	-6.5
COc1ccc(-c2nc(SC(C)C(=O)N3CC(=O)Nc4cc(C(F)(F)F)ccc43)n[nH]2)cc1 (configuration not stated)	-3.5
Cc1cc(C2CCC2)nc(N2CC(N3CCCCC3C)C2)n1 (configuration not stated)	-4.4
O=S1(=O)CCN2C(c3ccc(Cl)cc3Cl)=CSC2=N1	-5.4
CCn1cncc1Cn1ccnc1-c1ccc(O)c(OC)c1	-3.6
COc1ccc(CN2CC[C@@H](N)[C@@H](OC)C2)cc1Cn1cncn1	-5.4
COc1ccccc1N=Nc1c(O)[nH]c2ccc(Br)cc12	32.9
O=C(Cn1c(=O)oc2ccccc21)NCc1nncn1C1CCCCC1	-12.6
COc1c(F)ccc(C(=O)N2CCc3c(ncnc3N3CCOCC3)C2)c1F	-6.0
COc1cc2nc(N(C)C)nc(N)c2cc1OC	20.1
Cn1nc(C(=O)N2CCCC(CNC(=O)c3cccc4ccccc34)C2)ccc1=O (configuration not stated)	-4.9
O=C(NCc1ccc(Cl)s1)c1cccnc1N1CCCC1	-17.8

Shown as labelled records: two of the compounds above.
SMILES: COc1ccc(-c2nc(SC(C)C(=O)N3CC(=O)Nc4cc(C(F)(F)F)ccc43)n[nH]2)cc1 (configuration not stated)
  mcGAS MS inh = -3.5
SMILES: Cc1cc(C2CCC2)nc(N2CC(N3CCCCC3C)C2)n1 (configuration not stated)
  mcGAS MS inh = -4.4

Going on with the list:
SMILES	mcGAS MS inh
O=S(=O)(c1ccsc1)N1CCOC(CCCc2ccccc2)C1 (configuration not stated)	-7.1
C/C(=N/N=C1\NC(=O)C(CC(=O)Nc2ccccc2)S1)c1ccc(O)cc1O (configuration not stated)	4.0
CCc1nnc(-c2ccc(OC)c(-n3cnnc3)c2)o1	-28.8
COc1ccc(CCC2CCN(C(=O)CNC(=O)c3ccc(C)cc3)CC2)cc1	-7.9
CCCc1cc(=O)n2[nH]c(-c3cccc(Br)c3)cc2n1	-0.3
CC(Sc1n[nH]c(=O)n1Cc1ccccc1)C(=O)NC1CCS(=O)(=O)C1 (configuration not stated)	-9.4
CC1(C(=O)NS(=O)(=O)c2cccc(C#N)c2)CCN1C(=O)CC1CCCC1 (configuration not stated)	-1.0
Cc1noc(C)c1S(=O)(=O)NCCOC1CCCCC1	-7.0
CN(Cc1ccccc1)C1(CNC(=O)c2ccoc2)Cc2ccccc2C1	-5.3
COc1ccc(NC(=O)CCC2CCCN(C(=O)C3=NN(C)C(=O)CC3)C2)cc1Cl (configuration not stated)	2.5
COc1cccc(CN2CCC2(C)C(=O)Nc2cccc(NS(C)(=O)=O)c2)c1F (configuration not stated)	-5.8
Cc1sc2nc(COC(=O)C3COc4ccc(Cl)cc4C3)[nH]c(=O)c2c1C (configuration not stated)	4.4
CCOC(=O)C1C(=N)OC2=C(C(=O)CC(C)(C)C2)C1C1CCCCC1 (configuration not stated)	-1.3
CC(C)Cc1cc(C(=O)NC2CCCN(C3Cc4ccccc4C3)C2)nc(=O)[nH]1 (configuration not stated)	-6.2
COc1cccc(C2CCCCN2Cc2nc(-c3ccc(C)o3)oc2C)c1 (configuration not stated)	2.9
O=C(NC1CC1)N1CCN(S(=O)(=O)c2ccc3c(c2)CCC3)CC1	-2.3
CCCc1cc(N(CCOC)CC(F)F)n2ncnc2n1	-6.3
CCC1(CO)CCCN(c2nccc(CCC(F)(F)F)n2)C1 (configuration not stated)	5.6
Cc1[nH]cnc1CN(C)CC1CCN(CC(C)C)C1 (configuration not stated)	-12.9
Cc1cc(=O)[nH]c(SCc2nc3c(Br)cc(Br)cc3c(=O)[nH]2)c1C#N	8.4
CCCCn1ccnc1C(O)(c1c[nH]c2ccccc12)C(F)(F)F (configuration not stated)	-7.5
CS(=O)(=O)c1ccc(C(=O)NNC(=O)c2ccc(Br)s2)cc1	7.0
CC(=O)c1[nH]c(C)c(C(=O)N2CCC(O)(c3ccc(C)cn3)CC2)c1C	-40.8
NC1=NC(c2ccncc2)n2c(nc3ccccc32)N1 (configuration not stated)	3.0
CC(C)Cn1ncc2cc(C(=O)N(C)C(C)c3cccs3)cnc21 (configuration not stated)	-3.5
CN(CC(C)(C)C)C(=O)Nc1ccc(Cn2ccccc2=O)cc1	-3.1

Looked up one by one from above, three records:
SMILES	mcGAS MS inh
COc1ccc(N2C(=O)CSC2c2ccc(F)cc2)c(OC)c1 (configuration not stated)	-3.5
C/C(=N/N=C1\NC(=O)C(CC(=O)Nc2ccccc2)S1)c1ccc(O)cc1O (configuration not stated)	4.0
COc1ccc(C(=O)N2CCC(C(N)=O)CC2)cc1S(=O)(=O)Nc1ccc(C)cc1	3.1

Assay outcomes deposited in PubChem by Fisher Drug Discovery Resource Center.

Some of the compounds tested, so the mix of outcomes need not match the whole.
